14-3-3g Raf – alters human 14-3-3 gamma binding to Raf peptide; P61981; FP, 14-3-3gamma / TMR-pS259-Raf peptide binding; inhibition, % at 40 µM; 160,000 tested, 0.19% active; AID 422; in the data active = inhibition above about 30%;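 note: 0% = protein plus tracer without compound and 100% = blank with tracer alone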
Target sequence (P61981 whole entry, looked up): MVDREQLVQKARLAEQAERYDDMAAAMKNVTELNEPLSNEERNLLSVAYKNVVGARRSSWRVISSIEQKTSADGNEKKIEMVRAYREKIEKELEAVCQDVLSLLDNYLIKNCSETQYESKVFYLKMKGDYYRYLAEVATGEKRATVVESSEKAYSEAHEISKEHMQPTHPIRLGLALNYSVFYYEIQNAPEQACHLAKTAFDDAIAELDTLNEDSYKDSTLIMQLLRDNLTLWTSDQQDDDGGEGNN
* marks the source's active call; other numbers are inactive results; & = joins results of further samples.

SMILES	14-3-3g Raf
CC(C)C1(O)CC(C(C)(C)C)=NN1C(=O)c1ccccc1 (configuration not stated)	-5
CC1CN(c2nc3ccccc3nc2C(C#N)C(=O)NC2CCCCC2)CC(C)O1 (configuration not stated)	-7
COc1ccc(-c2noc(CCC(=O)NCc3ccc4c(c3)OCO4)n2)cc1	-7
Clc1ccc(Nc2ncnc3sc4c(c23)CCCC4)cc1	-7
CCCCCC1C(=O)CCC1CC(=O)OC (configuration not stated)	-2
CCOC(=O)N1CCN(c2c(NCC3CCN(Cc4cccc(C)c4)CC3)c(=O)c2=O)CC1	-5
COc1ccccc1C(=O)N1CCN(c2ncccn2)CC1	16
COCCN(CC(=O)NC1CCCCC1)C(=O)CSc1nc2ccccc2o1	0
CCOC(=O)C(NC(=O)CC)(Nc1sc2c(c1C(=O)OC)CCN(C)C2)C(F)(F)F (configuration not stated)	-7
N#Cc1c(C(F)(F)F)cc(NCCCN2CCOCC2)n2c1nc1ccccc12	-31
CCOc1ccc(Br)cc1C1NC(=O)c2c(sc3c2CCN(C)C3)N1 (configuration not stated)	-5
CCOc1ccc(C2C(N3C(=O)c4cccc([N+](=O)[O-])c4C3=O)C(=O)N2c2ccc(Br)cc2)cc1 (configuration not stated)	5
C=CCOC(=O)Oc1ccc2c(=O)c(-c3ccc(Cl)cc3)coc2c1	-38
O=C(CCN1CCc2ccccc2C1)Nc1ccccc1Cl	0
CCOC(=O)c1[nH]c2ccccc2c1NC(=O)CC	-1
CC(Oc1ccc(Cl)cc1Cl)C(=O)Nc1ncccn1 (configuration not stated)	-4
COc1ccc(-n2nnnc2Sc2ccc(S(=O)(=O)N3CCOCC3)cn2)cc1	-14
CCOC(=O)C1=CN(C(C)C)C=C(C(=O)OCC)C1c1ccc(C)c([N+](=O)[O-])c1	-4
CCc1noc(N)c1C(=O)Nc1ccc(F)c(Cl)c1	-4
CCOC(=O)C1=C(C)NC2=C(C(=O)C(C(=O)OC)C(C)C2)C1c1ccc(Cl)cc1 (configuration not stated)	5
Cc1ccc(C)c(-c2cc(C(=O)O)c3cc(Br)ccc3n2)c1	3
COC(=O)c1ccccc1NC(=O)c1sc2nc(-c3ccccc3)cn2c1C	-2
CCS(=O)(=O)N1CCCC(C(=O)NCCOC)C1 (configuration not stated)	2
O=C(CCc1nc(-c2ccccc2F)no1)NCCN1CCc2ccccc2C1	-1
Cc1cc(NC(=O)CSc2nc3ccccc3c(=O)n2Cc2ccccc2)no1	5
CCNc1nc(OCCNS(=O)(=O)c2cc(C)ccc2C)nc(N(C)C)n1	-2
CCc1ccccc1NS(=O)(=O)c1ccc([N+](=O)[O-])cc1	5
NC(=O)c1cc2ccccc2oc1=Nc1ccc(-c2ccccc2)cc1	-3
Cc1ccc(-c2noc(-c3ccccc3C(=O)N3CCN(C)CC3)n2)cc1	-8
CCOC(=O)c1ccc(NC(=O)c2cccc(S(=O)(=O)N3CCOCC3)c2)cc1	-6&-7
O=C(Nc1ccc(C(F)(F)F)cc1)C1CCN(S(=O)(=O)c2cccs2)CC1	-14
CC1(C)CC(CC(=O)Nc2ccccn2)C(=O)O1 (configuration not stated)	-18&-5
O=C(Nc1ncccn1)c1cccs1	-7
Cc1csc(NC(=O)C2CCC(C)(C(=O)O)C2(C)C)n1 (configuration not stated)	0
CCC(=O)c1ccc(OCC(=O)N2CCc3cc(OC)c(OC)cc3C2)cc1	-4
Cc1ccccc1NC(=O)C1C2c3ccccc3C(c3ccccc32)C1C (configuration not stated)	-7
Cc1ccnc(NC(c2ccc(Cl)c([N+](=O)[O-])c2)c2ccc3ccc(C)nc3c2O)c1 (configuration not stated)	5
CCC(=O)N1CCc2cc(Br)cc(S(=O)(=O)N3CCCC(C(=O)NC4CCCc5ccccc54)C3)c21 (configuration not stated)	-49
CC(=O)Nc1ccc(S(=O)(=O)Nc2cc(C(=O)N3CCC(C)CC3)ccc2N2CC3CC(C2)c2cccc(=O)n2C3)cc1 (configuration not stated)	-1
Cc1nc2c(oc3nc(-c4ccco4)c4c(c32)CC(C)(C)OC4)c(-c2ccc(Br)cc2)c1C(=O)O	-84
CC1(C)C([N+](=O)[O-])C(c2cccnc2)NC(c2cccnc2)C1[N+](=O)[O-] (configuration not stated)	-7
O=C(CCn1nc(-c2ccc(Cl)cc2)ccc1=O)NCc1ccco1	-7
O=C(Nc1ccc2nn(-c3ccccc3)nc2c1)c1cccnc1	-11&-14
CCN(CC)CCCNC(=O)c1sc2nc(-c3ccc(F)cc3)cn2c1C	-3
Cc1ccnc(SCCn2c(Br)nc3c2c(=O)[nH]c(=O)n3C)n1	2
CC(=NCc1ccc2c(c1)OCO2)C1=C(O)c2ccccc2C1=O	-5
CC(C)CC(c1nnnn1C1CCCC1)N1CCN(c2ccccc2F)CC1 (configuration not stated)	6
CCOC(=O)c1sc(NS(=O)(=O)c2cc(C)ccc2C)nc1C	-12
COc1cccc(NC(=O)C(NS(=O)(=O)c2cccs2)C(C)C)c1 (configuration not stated)	-6
COc1ccc(C2=NOC(C(=O)NCc3ccc(F)cc3)C2)cc1 (configuration not stated)	-8
COc1ccc(N2CCN(S(=O)(=O)c3cc(C(=O)Nc4cccc(Cl)c4)ccc3F)CC2)cc1	-3
CCOc1ccc(C2C(C(=O)OC)=C(C)N=C3SC(C)C(=O)N32)cc1 (configuration not stated)	0
CC(=O)NC12CC3CC(C1)CC(C(=O)OCC(=O)Nc1ncc(Cl)cc1Cl)(C3)C2	-33
Fc1ccc(CSc2nnc3sc4ccccc4n23)cc1	-5
Cc1nn(CC(=O)Nc2ccc(N(C)C)cc2)c(C)c1[N+](=O)[O-]	-10
COc1ccc(C2CC(c3cccc(NS(C)(=O)=O)c3)=NN2C(=O)c2cccs2)cc1 (configuration not stated)	-81
O=[N+]([O-])c1cccc(-c2noc(COc3ccc(Br)cc3)n2)c1	-26
CC(=O)Nc1ccc(NCc2ccc([N+](=O)[O-])cc2)cc1	-4
Cc1cc(C)nc(NC(=NS(=O)(=O)c2ccccc2)Nc2ccc(C)c(C)c2)n1	11
COc1cc(OC)cc(C(=O)Nc2cc(C(=O)Nc3ccc(Cl)cc3)ccc2N2CC3CC(C2)c2cccc(=O)n2C3)c1 (configuration not stated)	-3
Additional results follow:
SMILES	14-3-3g Raf
COc1ccc(CNC(=O)Cc2ccc(-n3c(=O)[nH]c4ccccc4c3=O)cc2)cc1	-4
Cc1ccc(C(NC(=O)Cc2cccs2)C(=O)Nc2ccc3c(c2)OCO3)cc1 (configuration not stated)	-10
COc1ccc(C2C(C(=O)NCC3CCCO3)c3ccccc3C(=O)N2C)cc1OC (configuration not stated)	-13
CCOc1ccc2c(c1)c1nnc(SCC3CCCO3)nc1n2C (configuration not stated)	-5
Cn1cccc1Cc1nnc(SCC(=O)NCc2ccccc2Cl)n1-c1ccc(F)cc1	-3
COc1ccc(C2SCCN2S(=O)(=O)c2ccc(-c3ccccc3)cc2)cc1Br (configuration not stated)	-11
CCC1CCCCN1C(=O)c1sc2ncn(CC(=O)N3CC(C)CC(C)C3)c(=O)c2c1C (configuration not stated)	4
Cc1cccc(NC(=O)CN2C(=O)COc3ccc(Cl)cc32)c1	-12
CCSc1nc2sc3c(c2c(=O)n1Cc1ccccc1)CCCCC3	7
O=C(CSc1cccc2cccnc12)N1CCCC1	-6
Cc1c(N(C(=O)c2ccccn2)C2(C(=O)NC3CCCC3)CCCCC2)c(=O)n(-c2ccccc2)n1C	-7
CCc1cccc(C)c1NC(=O)COC(=O)C1CC(=O)N(c2ccc(F)cc2)C1 (configuration not stated)	-7
Cc1ccc(-n2nc(C(=O)N(C)c3cccc(C)c3)c3c4ccccc4n(C)c3c2=O)cc1	2
Cc1sc(N=Cc2c(O)ccc3ccccc23)c(C#N)c1C	-11
Fc1ccc(N=c2scc(-c3ccc(Cl)cc3)n2Cc2ccco2)cc1	-18

The closing 3 records of the section before lead into the next:
SMILES	14-3-3g Raf
Cc1ccc(-n2nc(C(=O)N(C)c3cccc(C)c3)c3c4ccccc4n(C)c3c2=O)cc1	2
Cc1sc(N=Cc2c(O)ccc3ccccc23)c(C#N)c1C	-11
Fc1ccc(N=c2scc(-c3ccc(Cl)cc3)n2Cc2ccco2)cc1	-18
O=C(Nc1ccc([N+](=O)[O-])cc1)c1ccc(Br)o1	-7
Cc1ccc(NC(=O)Cn2cnc3sc(C)c(S(=O)(=O)N4CC(C)CC(C)C4)c3c2=O)c(Br)c1 (configuration not stated)	-5
CCOC(=O)C1CCN(S(=O)(=O)c2c(C)n(C)c(=O)n(C)c2=O)CC1	-4
COc1ccc(NC(=O)CSc2cn(Cc3cccc(F)c3)c3ccccc23)c(OC)c1	-6
O=C(NC1CC1)C1C2C=CC3(CN(Cc4ccccc4Cl)C(=O)C13)O2 (configuration not stated)	-1
CN(C)c1nc2ccccc2c(N)c1-c1ccccc1	-5
CCS(=O)(=O)N1CCN(c2ccc([N+](=O)[O-])c(NC3C4CC5CC(C4)CC3C5)c2)CC1 (configuration not stated)	2
O=C(CCn1c(=S)[nH]c2cc3c(cc2c1=O)OCO3)N1CCC(O)(c2cccc(C(F)(F)F)c2)CC1	-3
CCCCn1c(SCC(=O)NC2CCCC2)nc2c(sc3ccccc32)c1=O	-5
COC(=O)c1[nH]c2ccccc2c1NC(=O)CN1CCCCCC1	-17
Nc1c(C(=O)NCc2ccccc2)nnn1-c1ccc(OC(F)(F)F)cc1	-4
O=C(Nc1cccc(O)c1)c1nn2c(c1Br)NC(c1ccc(Br)cc1)CC2C(F)(F)F (configuration not stated)	-12
Cc1ccc(C)c(C(=O)CSc2nnnn2-c2cccnc2)c1	-1
CCOc1ccc(-c2cc(NC(=O)Cn3ncc4c3-c3ccccc3OC4)on2)cc1OCC	-1
Cc1ccc2nc(Cc3ccc(N)cc3)oc2c1	2&-3
CCOc1cccc(=O)c2c(C)n(-c3cccc(OC)c3)c(C)c12	-17
O=C1C2CCCCC2C(=O)N1c1cccc(C(F)(F)F)c1 (configuration not stated)	5
Cc1cc(SCC(=O)N2CCCC2)nc2ccccc12	1
COC(=O)c1ccc(C2NC(C(=O)O)CS2)cc1 (configuration not stated)	-11&2
Cc1ccc(NC(=O)C2CCN(S(=O)(=O)c3cccc4nonc34)CC2)cc1F	-37
CCOc1ccccc1NC(=O)C(CC)Sc1nc2ccccc2c(=O)n1C1CC1 (configuration not stated)	-10
COc1cc(OC)cc(N2C(=O)CC(Sc3ccc(Cl)cc3)C2=O)c1 (configuration not stated)	0
Cc1nn(C)cc1CN(C)C(=O)c1cc2ccccc2oc1=O	2
COc1cc2c(cc1OC)C(c1ccc(OC)c(OC)c1OC)CC(=O)N2 (configuration not stated)	-297
CCCCCn1c(CN2CCN(C(=O)c3ccco3)CC2)nc2c1c(=O)n(C)c(=O)n2C	0
Cc1cccnc1NC(=O)c1c(O)c2cccc3c2n(c1=O)CCC3	-5
O=C(O)c1ccc(NCCc2ccc(Cl)cc2)c([N+](=O)[O-])c1	-6
O=c1c(Cl)c(Cl)cnn1Cc1ccc(Br)cc1	-4
CC(Sc1nc2c(cnn2-c2ccc(F)cc2)c(=O)[nH]1)c1ccccc1 (configuration not stated)	-2
O=C(Nc1ccc(-c2nc3cc(NC(=O)c4ccc([N+](=O)[O-])cc4)ccc3o2)cc1)c1ccc([N+](=O)[O-])cc1	-6
Cc1ccc2oc(-c3ccc(C)c(NC(=O)c4cccc(F)c4)c3)nc2c1	-90
CC1CCN(CCCNC(=O)C2CCN(S(=O)(=O)N3CCCCC3)CC2)CC1	-2
COC(=O)C1=C(C(=O)OC)SC(=C2C(=S)C(C)(C)N(C(=O)CN3C(=O)c4cccc5cccc(c45)C3=O)c3cc(C)ccc32)S1	-8
O=C1CC(NCCc2ccc(F)cc2)C(=O)N1c1ccc(Cl)cc1 (configuration not stated)	0
N#Cc1nc(Cc2cccc3ccccc23)oc1NCc1ccc(F)cc1	-3
COc1ccc(Cc2nnc(NC(=O)c3ccc(F)cc3)s2)cc1OC	0
N#Cc1nc(-c2cccs2)oc1NCc1ccc2c(c1)OCO2	-3
CC1=C(C(=O)Nc2cccnc2)C(c2ccccn2)n2nnnc2N1 (configuration not stated)	-3
COc1ccc(-c2csc(Nc3ncccn3)n2)cc1C	-2
O=C1CCCC(=O)N1c1ccc(NCCCn2ccnc2)c([N+](=O)[O-])c1	0
COc1ccc(C)cc1NC(=O)CN1CCN(CC(=O)Nc2ccccc2F)CC1	-8
COC(=O)c1cc(NS(=O)(=O)c2ccc(Cl)c(N3C(=O)C=CC3=O)c2)cc(C(=O)OC)c1	-6
CCCN1C(=O)CN(C2CCCCC2)C(=O)C1c1ccc(OC)c(OC)c1 (configuration not stated)	2
Cc1sc(Nc2ccccc2)nc1-c1ccccc1	10
CCc1cccc(NC(=O)CN(C)S(=O)(=O)c2cccs2)c1	-3
C=CCN(c1ccccc1)S(=O)(=O)c1ccc(F)c(C(=O)Nc2cccc(C)c2C)c1	-26
O=C(c1ccco1)N1CCN(C(c2cccs2)c2sc3ncnn3c2O)CC1 (configuration not stated)	4
COc1ccc(C(=O)c2no[n+]([O-])c2C(=O)c2ccc(OC)cc2)cc1	-17
COCCN(C(=O)c1csnn1)C(C(=O)NC(C)(C)C)c1cccc(OC)c1 (configuration not stated)	0

In the list so far, these have two or more sulfur atoms.
SMILES	14-3-3g Raf
COc1ccc(-n2nnnc2Sc2ccc(S(=O)(=O)N3CCOCC3)cn2)cc1	-14
O=C(Nc1ccc(C(F)(F)F)cc1)C1CCN(S(=O)(=O)c2cccs2)CC1	-14
CCOC(=O)c1sc(NS(=O)(=O)c2cc(C)ccc2C)nc1C	-12
COc1cccc(NC(=O)C(NS(=O)(=O)c2cccs2)C(C)C)c1 (configuration not stated)	-6
Fc1ccc(CSc2nnc3sc4ccccc4n23)cc1	-5
COc1ccc(C2CC(c3cccc(NS(C)(=O)=O)c3)=NN2C(=O)c2cccs2)cc1 (configuration not stated)	-81
COc1ccc(C2SCCN2S(=O)(=O)c2ccc(-c3ccccc3)cc2)cc1Br (configuration not stated)	-11
CCSc1nc2sc3c(c2c(=O)n1Cc1ccccc1)CCCCC3	7
Cc1ccc(NC(=O)Cn2cnc3sc(C)c(S(=O)(=O)N4CC(C)CC(C)C4)c3c2=O)c(Br)c1 (configuration not stated)	-5
CCCCn1c(SCC(=O)NC2CCCC2)nc2c(sc3ccccc32)c1=O	-5
COC(=O)C1=C(C(=O)OC)SC(=C2C(=S)C(C)(C)N(C(=O)CN3C(=O)c4cccc5cccc(c45)C3=O)c3cc(C)ccc32)S1	-8
CCc1cccc(NC(=O)CN(C)S(=O)(=O)c2cccs2)c1	-3
O=C(c1ccco1)N1CCN(C(c2cccs2)c2sc3ncnn3c2O)CC1 (configuration not stated)	4

Source: PubChem (Emory University Molecular Libraries Screening Center)

An excerpt. The share of hits here may be higher or lower than overall.
